High-throughput results from PubChem.
PPARg SRC3 recr = PPARgamma-driven SRC-3 recruitment agonism. P37231. biochemical PPARgamma/SRC-3 coactivator recruitment assay. activation, % at 8 µM. 200,000 tested, 0.26% active; in the data active = activation above about 23%;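 note: 0% = DMSO and 100% = reference agonist; some compounds past the cut are filed as inactive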
STAT3 inh = reduces IL-6 driven STAT3 reporter signal; U3A cells, IL-6 STAT3-luciferase reporter, luminescence; host cell line lacks STAT1; inhibition, % at 5.5 µM; 190,000 tested, 0.89% active; AID 862;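 active = inhibition above the mean inhibition across all screened compounds plus 3 SD, cut at about 44% in these data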;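 note: 0% = DMSO only wells and 100% = 100 µM nifuroxazide control wells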
PPARg SRC-1 ag = PPARgamma-driven SRC-1 recruitment agonism | PPARgamma-SRC-1 coactivator recruitment biochemical assay | activation, % at 8 µM | 200,000 tested, 0.41% active | AID 631; in the data active = activation above about 19%;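 note: 0% = DMSO and 100% = reference agonist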
bIAP activator = increases bovine intestinal alkaline phosphatase activity | purified bovine IAP, CDP-star luminescence, 30 min; active compounds read high; fold of DMSO-control signal, blank-subtracted | activation factor at 20 µM | 200,000 tested, 0.17% active | AID 1016;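 active = activation factor of 2 or more at 20 µM, a signal rise over negative controls twice the positive control's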
PPARg SRC2 recr = PPARgamma-driven SRC-2 recruitment agonism; 200,000 tested, 0.34% active; activation, % at 8 µM; P37231; PPARgamma LBD-SRC-2 recruitment, biochemical; in the data active = activation above about 22%;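 note: 0% = vehicle and 100% = reference agonist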
STAT1 inh = reduces IFN-gamma driven STAT1 reporter signal; NIH 3T3 STAT1-luciferase reporter, luminescence; 200,000 tested, 0.35% active; inhibition, % at 5.5 µM;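 active = inhibition above a set limit, the mean inhibition across all tested compounds plus 3 SD, cut at about 34% in these data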;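 note: 0% = IFN-gamma with DMSO and 100% = IFN-gamma with 300 µM nifuroxazide; values of inactives mirror those of a sister screen read the other way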
TNAP act hi DEA = increases human TNAP activity under high phosphate acceptor concentration. P05186. purified TNAP, CDP-star luminescence, 1 M DEA, 30 min; active compounds read high; 0 = EDTA background, 1 = DMSO-only activity. activation factor at 20 µM. 200,000 tested, under 10 active. AID 1136;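 active = activation factor at least 2 at 20 µM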
Target sequence (P05186 whole entry, looked up): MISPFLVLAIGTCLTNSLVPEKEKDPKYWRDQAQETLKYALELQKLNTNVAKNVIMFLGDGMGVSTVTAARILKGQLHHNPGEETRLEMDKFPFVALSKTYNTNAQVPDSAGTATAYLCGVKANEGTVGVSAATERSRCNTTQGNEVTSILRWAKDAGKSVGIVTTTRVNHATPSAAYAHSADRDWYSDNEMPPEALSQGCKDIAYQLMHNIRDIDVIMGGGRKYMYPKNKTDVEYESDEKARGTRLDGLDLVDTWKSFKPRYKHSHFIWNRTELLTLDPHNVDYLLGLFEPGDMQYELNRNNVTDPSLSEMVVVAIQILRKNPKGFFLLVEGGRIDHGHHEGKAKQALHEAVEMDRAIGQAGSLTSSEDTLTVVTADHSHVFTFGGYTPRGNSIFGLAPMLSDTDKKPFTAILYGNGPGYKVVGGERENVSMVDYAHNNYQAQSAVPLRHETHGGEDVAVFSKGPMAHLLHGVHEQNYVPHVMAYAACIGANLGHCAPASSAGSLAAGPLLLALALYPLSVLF
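Test system – human TNAP · Doses – 20 µM single point · Incubation – 30 min, room temperature · Signal – luminescent substrate turnover signal · Read-out basis – activation factor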
SRC2 TRFRET art = flags TR-FRET format artefacts in PPARgamma SRC-2 recruitment agonist screen; TR-FRET artefact counter-screen; active compounds read high; TR-FRET ratio at 8 µM; 200,000 tested, 0.4% active; AID 1049; in the data active = TR-FRET ratio above about 2000; note: inactives centre near 1500
STAT3 activator = activators of IL-6 induced STAT3 signaling; 190,000 tested, 0.91% active; AID 871; activation (% of control), % at 5.6 µM; U3A cells, IL-6 STAT3-luciferase reporter, luminescence; 100% = signal with IL-6 EC80 alone;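 active = activation above the screen-wide mean of compound activation plus 3 SD, cut at about 130% in these data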;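 note: 0% = background luminescence of wells with medium and substrate only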
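Test system: Human STAT1-deficient U3A cells with stable STAT3-luciferase reporter | Also added: Interleukin-6, 33 ng/mL | Timing: Compound pre-incubation 1 h before IL-6, then 6 h stimulation at 37 °C | Technique: Luciferase reporter luminescence | Read-out: Percent of IL-6-only median luminescence | Benchmarks: IL-6-only wells as 100% reference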
ROMK mod = modulates human ROMK potassium channel activity. B-score at 10 µM. P48048. AID 1918. 130,000 tested, 2% active. Tet-inducible ROMK, thallium flux fluorescence; actives lie on both sides;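 active = signal ratio slope over the read window, or its plate-corrected B-score, at least 3 SD from the plate mean, either direction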;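 note: B-score of the F/F0 ratio slope over 7 to 12 s after thallium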
Target sequence (P48048 whole entry, looked up): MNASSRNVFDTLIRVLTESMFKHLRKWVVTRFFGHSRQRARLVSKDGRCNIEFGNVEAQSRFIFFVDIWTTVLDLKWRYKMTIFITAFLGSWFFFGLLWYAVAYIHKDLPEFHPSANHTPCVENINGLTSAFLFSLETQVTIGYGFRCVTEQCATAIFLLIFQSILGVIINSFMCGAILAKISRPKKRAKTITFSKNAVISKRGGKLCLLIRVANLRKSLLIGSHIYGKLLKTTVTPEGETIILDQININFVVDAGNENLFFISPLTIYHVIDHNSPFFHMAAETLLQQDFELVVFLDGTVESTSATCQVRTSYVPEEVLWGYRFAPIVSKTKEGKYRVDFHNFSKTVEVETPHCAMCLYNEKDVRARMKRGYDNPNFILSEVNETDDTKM
bIAP inhibitor = intestinal alkaline phosphatase (bovine) inhibition; purified bovine IAP, CDP-star luminescence, 30 min; inhibition, % at 20 µM; 190,000 tested, under 10 active;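 active = over 50% inhibition of intestinal alkaline phosphatase at 20 µM in the single-dose screen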
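System: purified bovine intestinal alkaline phosphatase (IAP) enzyme; Input: IAP diluted 1/65,000,000 in the well; Measured by: CDP-star luminescence signal; Compound dosing: 20 µM single dose; Incubation: 30 min reaction at room temperature.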
Active calls of the source: *.

For O=C(COc1ccc(Cl)cc1)N(Cc1ccccc1)c1nc(-c2ccccc2)cs1 the results were PPARg SRC3 recr -3.8, STAT3 inh -2.0, PPARg SRC-1 ag -3.9, bIAP activator 0.4, PPARg SRC2 recr -1.2, STAT1 inh -3.0, TNAP act hi DEA 1.1, SRC2 TRFRET art 1556 and STAT3 activator 106.1.
For O=C(NC(=O)N1CCCCC1)c1ccccc1 the results were PPARg SRC3 recr 3.0, STAT3 inh 1.0, PPARg SRC-1 ag 6.8, bIAP activator 1, PPARg SRC2 recr -1.5, STAT1 inh -2.6, TNAP act hi DEA 1, SRC2 TRFRET art 1442, STAT3 activator 103.1, ROMK mod 0.0977 and bIAP inhibitor -1.0.
CCCCN(C)c1nc(-c2ccco2)c2c(c1C#N)CC(C)(C)OC2 was read as PPARg SRC3 recr -13.0, STAT3 inh 3.5, PPARg SRC-1 ag -4.0, bIAP activator 1, PPARg SRC2 recr 3.2, STAT1 inh 0.0, TNAP act hi DEA 1, SRC2 TRFRET art 1496, STAT3 activator 104.7 and bIAP inhibitor 0.8.
For O=C(O)CCC(=O)Nc1ccc(NC(=O)c2ccc(Cl)cc2Cl)c(Cl)c1 the results were PPARg SRC3 recr 1.2, STAT3 inh 10.9, PPARg SRC-1 ag 2.0, bIAP activator 0.9, PPARg SRC2 recr 7.4, STAT1 inh 5.1, TNAP act hi DEA 1, SRC2 TRFRET art 1674, STAT3 activator 92.6, ROMK mod 0.994 and bIAP inhibitor 7.8.
CC(=O)c1ccc(N2CCN(C(=O)COc3ccc(F)cc3)CC2)c(F)c1 was read as PPARg SRC3 recr -0.9, STAT3 inh 16.6, PPARg SRC-1 ag 5.0, bIAP activator 0.7, PPARg SRC2 recr 0.9, STAT1 inh -2.9, TNAP act hi DEA 1.1, SRC2 TRFRET art 1638, STAT3 activator 89.6, ROMK mod -2.79* and bIAP inhibitor 29.6.
CCOc1cc(/C=C2/C(=O)N(c3ccccc3)N=C2C)ccc1OC(=O)c1ccco1 was read as PPARg SRC3 recr 13.3, STAT3 inh 18.2, PPARg SRC-1 ag 2.9, bIAP activator 0.9, PPARg SRC2 recr 9.1, STAT1 inh 0.3, TNAP act hi DEA 0.8, SRC2 TRFRET art 1668, STAT3 activator 93.9 and bIAP inhibitor 14.9.
For CC1CCCN(Cc2nc3c(c(=O)n(C)c(=O)n3C)n2CC(N)=O)C1 (centres undefined) the results were PPARg SRC3 recr 3.9, STAT3 inh 1.0, PPARg SRC-1 ag 8.2, bIAP activator 0.9, PPARg SRC2 recr 3.4, STAT1 inh -4.0, TNAP act hi DEA 1.1, SRC2 TRFRET art 1482, STAT3 activator 104.0 and bIAP inhibitor 7.7.
c1ccc(CN2CCN(c3nc(-c4ccccn4)nc4ccccc34)CC2)cc1 was read as PPARg SRC3 recr 7.7, STAT3 inh 7.2, PPARg SRC-1 ag 2.8, bIAP activator 1.2, PPARg SRC2 recr 6.6, STAT1 inh -7.5, TNAP act hi DEA 1.1, SRC2 TRFRET art 1618, STAT3 activator 95.5, ROMK mod -1.13 and bIAP inhibitor -20.4.
Screening COc1ccc(-c2nsc3c(N4CCN(S(=O)(=O)c5ccccc5F)CC4)ncnc23)cc1 returned PPARg SRC3 recr -2.8, STAT3 inh -2.9, PPARg SRC-1 ag 4.2, bIAP activator 1.1, PPARg SRC2 recr 3.0, STAT1 inh -5.7, TNAP act hi DEA 1, SRC2 TRFRET art 1537, STAT3 activator 111.4 and bIAP inhibitor -10.3.
`COC(=O)c1nnn(-c2nonc2N)c1CSc1nc2ccccc2s1` gave PPARg SRC3 recr 1.6, STAT3 inh -4.5, PPARg SRC-1 ag -0.8, bIAP activator 1, PPARg SRC2 recr 5.2, STAT1 inh 4.2, TNAP act hi DEA 1, SRC2 TRFRET art 1705, STAT3 activator 108.0 and bIAP inhibitor 0.9.
CCN(CC)CC(C)OC(=O)c1cc(OC)c(OC)c(OC)c1 (centres undefined) was read as PPARg SRC3 recr -0.1, STAT3 inh 7.4, PPARg SRC-1 ag -4.6, bIAP activator 0.9, PPARg SRC2 recr 0.1, STAT1 inh -3.9, TNAP act hi DEA 1.1, SRC2 TRFRET art 1519, STAT3 activator 97.5, ROMK mod 0.495 and bIAP inhibitor 5.7.
`Cc1cccc(N2Cc3ccccc3C2=NC(=O)c2ccc(Cl)nc2)c1` gave PPARg SRC3 recr -2.1, STAT3 inh 6.2, PPARg SRC-1 ag -5.3, bIAP activator 0.9, PPARg SRC2 recr 4.2, STAT1 inh 1.2, TNAP act hi DEA 1, SRC2 TRFRET art 1452, STAT3 activator 97.1, ROMK mod -0.154 and bIAP inhibitor 14.9.
O=C(COC(=O)c1ccccc1O)Nc1cccnc1Cl was read as PPARg SRC3 recr 3.1, STAT3 inh 3.9, PPARg SRC-1 ag 5.4, bIAP activator 1.1, PPARg SRC2 recr -2.9, STAT1 inh -0.8, TNAP act hi DEA 1, SRC2 TRFRET art 1531, STAT3 activator 98.7 and bIAP inhibitor -8.6.
For CCC(C)(C)n1nnnc1C(c1ccncc1)N1CCC(C)CC1 (centres undefined) the results were PPARg SRC3 recr 7.6, STAT3 inh -1.8, PPARg SRC-1 ag 1.5, bIAP activator 0.7, PPARg SRC2 recr -2.5, STAT1 inh -2.3, TNAP act hi DEA 1, SRC2 TRFRET art 1594, STAT3 activator 104.7, ROMK mod 0.728 and bIAP inhibitor 30.9.
COc1cc(OC)cc(C(=O)N2CCN=C2SCc2cccnc2)c1 was read as PPARg SRC3 recr 0.6, STAT3 inh 9.1, PPARg SRC-1 ag 3.9, bIAP activator 1, PPARg SRC2 recr -4.0, STAT1 inh 1.4, TNAP act hi DEA 1.1, SRC2 TRFRET art 1405, STAT3 activator 99.5 and bIAP inhibitor 2.9.
Screening CN(C)CCNC(=O)C(=O)NCC1OCCN1S(=O)(=O)c1ccc([N+](=O)[O-])cc1 (centres undefined) returned PPARg SRC3 recr 1.3, STAT3 inh -4.8, PPARg SRC-1 ag 4.6, bIAP activator 1.5, PPARg SRC2 recr 1.2, STAT1 inh 5.8, TNAP act hi DEA 1, SRC2 TRFRET art 1584, STAT3 activator 101.8, ROMK mod -0.332 and bIAP inhibitor -48.3.
Screening CN(CC(=O)Nc1cccc(S(=O)(=O)NC2=NCCCCC2)c1)Cc1ccc(C(C)(C)C)cc1 returned PPARg SRC3 recr -1.6, STAT3 inh 8.7, PPARg SRC-1 ag 2.2, bIAP activator 1, PPARg SRC2 recr 2.3, STAT1 inh 3.0, TNAP act hi DEA 1.1, SRC2 TRFRET art 1607, STAT3 activator 94.8, ROMK mod -1.75 and bIAP inhibitor -0.9.
`CCC(C)NC(=O)CN(c1ccc(Cl)c(Cl)c1)S(C)(=O)=O` (centres undefined) gave PPARg SRC3 recr 2.3, STAT3 inh 13.5, PPARg SRC-1 ag 9.4, bIAP activator 1, PPARg SRC2 recr 0.1, STAT1 inh 9.3, TNAP act hi DEA 1, SRC2 TRFRET art 1650, STAT3 activator 92.5 and bIAP inhibitor 3.3.
Screening O=C(Nc1nc(-c2ccccc2)cs1)c1cccs1 returned PPARg SRC3 recr -4.1, STAT3 inh 12.4, PPARg SRC-1 ag 2.5, bIAP activator 0.9, PPARg SRC2 recr 1.5, STAT1 inh -30.4, TNAP act hi DEA 1, SRC2 TRFRET art 1764, STAT3 activator 92.6 and bIAP inhibitor 7.7.
Screening CCOC(=O)c1c(NC(=O)c2ccn(CC)n2)sc2c1CCCC2 returned PPARg SRC3 recr 0.6, STAT3 inh 26.3, PPARg SRC-1 ag -6.6, bIAP activator 1.2, PPARg SRC2 recr 8.7, STAT1 inh 3.0, TNAP act hi DEA 1, SRC2 TRFRET art 1590, STAT3 activator 79.8 and bIAP inhibitor -17.3.

As a working copy, some entries already given:
COc1cc(OC)cc(C(=O)N2CCN=C2SCc2cccnc2)c1 was read as PPARg SRC3 recr 0.6, STAT3 inh 9.1, PPARg SRC-1 ag 3.9, bIAP activator 1, PPARg SRC2 recr -4.0, STAT1 inh 1.4, TNAP act hi DEA 1.1, SRC2 TRFRET art 1405, STAT3 activator 99.5 and bIAP inhibitor 2.9.
Screening CN(C)CCNC(=O)C(=O)NCC1OCCN1S(=O)(=O)c1ccc([N+](=O)[O-])cc1 (centres undefined) returned PPARg SRC3 recr 1.3, STAT3 inh -4.8, PPARg SRC-1 ag 4.6, bIAP activator 1.5, PPARg SRC2 recr 1.2, STAT1 inh 5.8, TNAP act hi DEA 1, SRC2 TRFRET art 1584, STAT3 activator 101.8, ROMK mod -0.332 and bIAP inhibitor -48.3.
Screening CN(CC(=O)Nc1cccc(S(=O)(=O)NC2=NCCCCC2)c1)Cc1ccc(C(C)(C)C)cc1 returned PPARg SRC3 recr -1.6, STAT3 inh 8.7, PPARg SRC-1 ag 2.2, bIAP activator 1, PPARg SRC2 recr 2.3, STAT1 inh 3.0, TNAP act hi DEA 1.1, SRC2 TRFRET art 1607, STAT3 activator 94.8, ROMK mod -1.75 and bIAP inhibitor -0.9.
`CCC(C)NC(=O)CN(c1ccc(Cl)c(Cl)c1)S(C)(=O)=O` (centres undefined) gave PPARg SRC3 recr 2.3, STAT3 inh 13.5, PPARg SRC-1 ag 9.4, bIAP activator 1, PPARg SRC2 recr 0.1, STAT1 inh 9.3, TNAP act hi DEA 1, SRC2 TRFRET art 1650, STAT3 activator 92.5 and bIAP inhibitor 3.3.
Screening O=C(Nc1nc(-c2ccccc2)cs1)c1cccs1 returned PPARg SRC3 recr -4.1, STAT3 inh 12.4, PPARg SRC-1 ag 2.5, bIAP activator 0.9, PPARg SRC2 recr 1.5, STAT1 inh -30.4, TNAP act hi DEA 1, SRC2 TRFRET art 1764, STAT3 activator 92.6 and bIAP inhibitor 7.7.
Screening CCOC(=O)c1c(NC(=O)c2ccn(CC)n2)sc2c1CCCC2 returned PPARg SRC3 recr 0.6, STAT3 inh 26.3, PPARg SRC-1 ag -6.6, bIAP activator 1.2, PPARg SRC2 recr 8.7, STAT1 inh 3.0, TNAP act hi DEA 1, SRC2 TRFRET art 1590, STAT3 activator 79.8 and bIAP inhibitor -17.3.
